Screening data from PubChem BioAssay.
Mtb BioA inh – BioA (M. tuberculosis) enzyme inhibition; purified M. tuberculosis BioA enzyme, plate reader; 360,000 tested, 0.096% active; inhibition, % at 9.99 µM; in the data active means inhibition above about 40%
Mtb FBA inh – Mtb fructose-bisphosphate aldolase inhibition; purified M. tuberculosis FBA, fluorescence read-out; 360,000 tested, 2.3% active; inhibition, % at 1 µM; P9WQA3; in the data active means inhibition above about 27%;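 further: 0% = vehicle and 100% = reference inhibitor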
PfHsp40 yeast – rescue of PfHsp40-mediated yeast toxicity; S. cerevisiae expressing PfHsp40, growth rescue, ATP luminescence; 340,000 tested, 0.68% active; growth rescue, % at 12.5 µM; in the data active means growth rescue above about 28%, passing the limit was not always enough;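 further: yeast W303a lacking pdr1 and pdr3 grown in galactose medium; growth measured after three days at 30 °C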
Vc quorum ag – quorum light induction in luxS cqsA deficient V. cholerae. V. cholerae BH1578 lux reporter, luminescence, 6 h. activation, % at 18.7 µM. 350,000 tested, 0.16% active; in the data active means activation mostly above about 9.7%, no sharp cut-off; further: not every result past the cut was called active; inactives centre near 0; reference of the scale not given here
TcdB inh – blocks C. difficile toxin B glycohydrolase activity | P18177 | TcdB glycohydrolase enzymatic assay, plate reader | inhibition, % at 9.99 µM | 350,000 tested, 0.24% active | AID 652162; in the data active means inhibition above about 10%
UGM FP inh – Mtb UDP-galactopyranose mutase inhibition | P9WIQ1 | purified UGM, fluorescence polarization probe displacement | inhibition, % at 10 µM | 320,000 tested, 0.06% active; in the data active means inhibition above about 10%, passing the limit was not always enough
GDH-TPI inh – counter-screen for M. tuberculosis FBA inhibitors: GDH-TPI coupled enzymes; inhibition, % at 4.8 µM; AID 588335; GDH-TPI coupled enzyme counterscreen, NADH absorbance; 360,000 tested, 1.2% active; in the data active means inhibition above about 30%;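 further: 0% = DMSO wells and 100% = wells lacking the enzyme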
FadD28 FP inh – M. tuberculosis FadD28 bisubstrate binding inhibition; FadD28 bisubstrate probe binding, fluorescence polarization; inhibition, % at 12.5 µM; 360,000 tested, 0.22% active; in the data active means inhibition above about 8.5%, passing the limit was not always enough
Yp Topo-I inh – Y. pestis Topo-I inhibition via cleavage products; activity, % at 10 µM; Y. pestis Topo-I cleavage product accumulation, plate reader; AID 504884; 360,000 tested, 0.064% active; in the data active means activity above about 50%, passing the limit was not always enough; further: inactives centre near 2
The depositor's hits bear a star; i = inactive; · = no result given; & = joins results of further samples.

canonical_smiles,TcdB inh,Mtb BioA inh,GDH-TPI inh,UGM FP inh,Vc quorum ag,Yp Topo-I inh,Mtb FBA inh,FadD28 FP inh,PfHsp40 yeast
c1ccc(-c2nn3c(C4CCCCC4)nnc3s2)cc1,·,1.4,-1.8,-0.5,-0.3,3.3,0.3,-2.0,-1.3
CCCC(C)NC(=O)c1cccc(Oc2ccccc2)c1 (configuration not stated),0.1,-1.8,0.7,0.9,-0.2,8.6,0.9,-1.7,5.0
NC(=O)c1nnn(-c2ccccc2)c1N,0.3,-0.5,2.8,-0.4,-0.3,4.8,1.4,-2.5,-1.6
Oc1ccc(N=Cc2cc(Br)c(N3CCOCC3)o2)cc1,0.0,·,7.1,-0.2,-0.3,-8.7,0.7,0.2,-0.1
NC(c1csc(NC(=O)Nc2cccc(C(F)(F)F)c2)n1)C1CCCCC1 (configuration not stated),3.3,0.6,7.1,·,i,-18.2,-1.4,-11.8,·
Cc1ccc(N2C(=O)c3ccccc3C2=O)cc1Cl,·,-2.4,10.8,-1.7,i,-1.4,0.5,-3.4,2.7
COCCNc1c2c(c(C#N)c3nc4ccccc4n13)CCCC2,1.1,·,10.6,-0.7,-1.4,1.3,11.2,0.2,-0.2
CC1=C(C#N)S(=O)(=O)C(C#N)C(c2ccccc2)C1 (configuration not stated),1.7,-0.9,-12.6,-2.7,0.9,-6.7,-4.3,-3.2,·
CSc1ccccc1NC(=O)COc1ccc(S(=O)(=O)N2CCCC2)cc1,·,-1.2,-8.2,-0.9,12.5,1.1,-1.8,-2.1,-0.2
CCOc1ccc(CCNc2cc(C)nc3ncnn23)cc1OCC,2.2,2.0,6.9,0.4,-0.5,-0.6,0.9,-0.7,0.8
COc1ccc(OC)c(NC(=O)C2(C)CCN2CCc2ccccc2)c1 (configuration not stated),0.3,-1.4,0.9,·,i,24.3,-2.9,-1.7,·
Cc1cccc(NS(=O)(=O)c2ccc(C)c(C(=O)NC3CCN(Cc4ccccc4)CC3)c2)c1,1.9,-2.5,4.7,·,i,0.9,0.9,-1.9,-0.1
O=C(c1cccc(Oc2ccccc2)c1)N1CCN(c2ccccn2)CC1,0.6,6.4,2.5,0.7,8.3,35.7,0.3,-0.2,2.9
CCOc1ccc(NC(=O)CC(NCc2ccccn2)C(=O)O)cc1 (configuration not stated),1.0,·,-2.9,-0.4,-0.3,-9.9,3.1,-2.8,15.0
Clc1ccccc1CN(Cc1ccccc1)C(c1cccs1)c1nnnn1C1CCCC1 (configuration not stated),·,-1.1,1.3,-2.3,i,1.2,-3.8,-3.7,0.7
CCOc1cc([N+](=O)[O-])cc(/C=N/NC(=O)c2c(-c3ccccc3)noc2C)c1O,·,-0.3,11.2,-0.5,i,-6.4,-3.1,0.0,260.7*
O=C(CNC(=O)c1ccccc1)NCc1ccc(Cl)cc1,0.1,1.0,-7.2,0.6,4.2,1.7,8.3,-2.1,-0.2
CC(C)NCc1nnc(-c2ccc(Cl)cc2)o1,3.5,·,3.9,-0.6,-0.4,9.2,3.0,0.4,-0.6
O=C(COc1ccccc1)Nc1cc(NC(=O)COc2ccccc2)cc(C(=O)O)c1,-1.0,5.9,-4.3,-3.3,1.2,8.8,2.4,-1.7,-0.4
COc1ccc(S(=O)(=O)N2CCc3ccccc32)cc1C(=O)Nc1cccnc1,1.2,-1.6,0.0,-2.2,-0.3,14.8,0.1,-3.6,0.5
CCOC(=O)N1CCN(CC(O)COCCC23CC4CC(CC(C4)C2)C3)CC1 (configuration not stated),·,3.2,-7.5,2.1,0.3,33.3,7.9,-3.0,-0.7
Cn1c(=O)c(C(=O)CN2CCN(S(=O)(=O)c3ccccc3)CC2)c(N)n(Cc2ccccc2)c1=O,·,·,10.9,-0.8,i,18.9,-4.3,0.1,0.3
COc1ccc(NC2CCCN(C(=O)CCN3CCOCC3)C2)cc1 (configuration not stated),-1.2,-0.7,-2.6,0.0,-0.3,-2.8,0.5,-2.6,-0.6
Cc1cc(C(=O)COc2ccc3ccc(=O)oc3c2)c(C)n1Cc1cccs1,·,·,19.2,-0.3,-0.6,25.8,19.0,-4.6,-1.7
CC(C)C[C@@H](N)c1nnc(SCC(=O)c2ccc(Cl)cc2)o1,·,1.5,7.4,2.4,i,2.3,4.1,0.6,-0.5
CC1CCN(c2nnc(-c3ccccc3)c3ccccc23)CC1,1.9,·,4.8,-2.4,-0.5,10.0,1.3,0.2,-0.1
CCN(CC)C(=O)Oc1ccc2c(=O)c(-c3ccc(OC)cc3)c(C)oc2c1,·,2.3,15.2,-2.1,1.4,6.2,-1.1,-1.1,-0.5
CC(C)c1cccc(C(C)C)c1NC(=O)Cn1c(=O)cnc2ccccc21,0.1,-2.8,10.1,-2.1,i,1.3,5.4,-0.3,0.8
CCOC(=O)Cc1csc(/N=C/c2c(O)n(-c3ccccc3C(F)(F)F)c(=O)c3ccccc23)n1,·,-1.3,17.9,-0.2,i,-2.3,104.8*,-5.1,0.3
CCOC(=O)C1=C(C)NC(=O)NC1c1ccc2c(c1)OCCO2 (configuration not stated),·,-6.8,3.9,-4.7,·,-2.4,0.6,-0.1,0.6
CC(=O)Nc1ccc(SCC(=O)NC(=O)c2ccccc2Br)cc1,1.2,0.2,1.3,-0.7,i,-1.1,6.4,-1.5,0.6
C[C@H](CO)N1C[C@H](C)[C@@H](CN(C)C(=O)Nc2ccc(C(F)(F)F)cc2)Oc2ccc(NS(=O)(=O)c3cccs3)cc2C1=O,0.7&0.6,0.6&11.3,3.1,-1.3,i,3.9,1.1,-2.0,1.1
COc1cc(C(C)=O)ccc1OCc1cn(CC(=O)c2ccc(O)cc2)nn1,-1.1,1.0,15.6,·,-0.4,-4.3,-3.0,-2.8,-0.3
CCc1nnc(NS(=O)(=O)c2ccc(N=Cc3c(O)n(-c4ccc(Cl)cc4)c(=O)[nH]c3=O)cc2)s1,-1.0,·,10.6,-2.0,-0.3,-11.0,0.2,-2.4,-0.2
CC1(CC(=O)N/N=C/c2cc3c(cc2Br)OCO3)OCCO1,0.1,·,2.2,-2.0,2.1,-3.0,8.5,-0.1,0.6
COc1cc(OC)cc(C(=O)NCC(=O)OCC(=O)N2CCc3ccccc32)c1,-1.4,·,-2.8,1.3,i,-6.2,2.7,-11.4,0.4
CCOC(=O)C1(CC/C(C)=N\NC(N)=O)CC(C)OC1=O (configuration not stated),·,·,-2.2,-3.0,i,2.9,-0.1,-0.6,0.7
CCCC(=O)Nc1nnc(SCC)s1,·,·,-2.1,-2.4,-0.3,4.0,-0.6,-2.1,-0.6
Cc1ccc(C(=O)c2c(NC(=O)CSc3nnc(N)s3)sc3c2CCCC3)cc1,0.3,0.1,10.7,-0.7,0.2,-5.2,0.7,-1.2,-0.6
COC1=C(Nc2ccc(C)cc2)C(=O)c2ccccc2C1=O,0.1,·,2.1,0.9,-0.2,3.4,-3.1,-1.1,1.5
O=C1NC(c2ccc(-c3ccccc3[N+](=O)[O-])o2)C(C(=O)c2ccc(F)cc2)C(O)(C(F)(F)F)N1 (configuration not stated),·,3.5,7.2,1.3,-0.6,1.6,-0.3,-1.3,1.4
Cc1ccc(NC(=O)COC(=O)CCNS(=O)(=O)c2ccc(C)c(C)c2)cc1,·,·,-3.0,1.5,-0.5,27.3,-1.1,0.3,0.3
COCCNC(=O)C1CCC(Cn2c(=S)[nH]c3ccccc3c2=O)CC1 (configuration not stated),·,-0.5,8.8,0.6,i,7.3,-0.8,-2.2,-1.9
O=C1CCCN1CCCNS(=O)(=O)c1ccc(Br)s1,2.0,1.1,-6.8,0.1,i,1.7,-1.2,-4.8,-0.1
COCCNc1nnc(SCC(=O)N(C)c2c(N)n(Cc3ccccc3)c(=O)[nH]c2=O)s1,1.5,-0.6,5.0,-1.5,i,-2.5,-1.1,0.2,-0.4
CCS(=O)(=O)N1Cc2ccccc2CC1C(=O)Nc1nc2ccc(F)cc2s1 (configuration not stated),0.9,0.0,-5.2,0.4,i,-5.6,0.4,-10.6,2.3
O=C(COC(=O)/C=C/c1ccc(F)cc1)Nc1ccccc1-c1ccccc1,2.0,-10.2,10.1,-0.1,-0.6,47.1,-0.4,-1.6,2.1
Cc1ccc(NC(=O)Nc2ccc3oc(C)nc3c2)cc1,·,-1.4,6.0,-1.4,-0.3,-0.3,2.6,-0.3,1.1
Oc1c(Br)cc(C2N=C(c3ccccc3Cl)NO2)cc1Br (configuration not stated),·,0.6,29.8,5.0,i,6.1,3.2,3.4,-0.8
COc1ccc([C@@H]2[C@@H]3C(=O)N(C(C)(C)C)C(=O)[C@@H]3[C@]3(Cc4ccc(Cl)cc4)C(=O)N(c4cccc(Br)c4)C(=O)N23)cc1,1.7,-2.0,-0.5,-1.8,i,4.9,0.4,-5.2,-0.9

Next structures
canonical_smiles,TcdB inh,Mtb BioA inh,GDH-TPI inh,UGM FP inh,Vc quorum ag,Yp Topo-I inh,Mtb FBA inh,FadD28 FP inh,PfHsp40 yeast
Cc1c(NC(=O)CN2C(=O)NC(C)(c3ccc(OC(F)F)cc3)C2=O)c(=O)n(-c2ccccc2)n1C (configuration not stated),0.2,·,-6.5,-1.7,-0.7,2.2,-1.9,-1.1,1.7
CC(=O)NC(c1ccc(Cl)cc1)c1c(O)ccc2ccc(O)cc12 (configuration not stated),-5.3,·,0.0,-0.7,-0.3,1.5,7.5,3.2,-0.1
CCOC(=O)/C(C(N)=NCc1ccco1)=C(/O)c1ccccc1,·,·,-9.8,1.0,-2.2,-0.6,-4.5,-1.8,1.2
COc1cccc(NC(=O)CSCc2cc(=O)n3nc(C4CC4)sc3n2)c1,1.8,2.2,4.3,-1.1,i,3.7,-0.4,-1.7,1.2
O=C(Cc1c(F)cccc1Cl)N/N=C/c1cccs1,1.0,-3.2,5.9,-2.1,i,12.8,-0.3,-0.3,0.2
COc1ccc(NC(=O)CSc2nnnn2-c2ccc(F)cc2)cc1,0.3,-0.5,2.1,0.7,-0.5,3.2,0.1,1.5,0.5
O=C(CSc1nnnn1-c1cccnc1)Nc1ccccc1F,0.2,-0.3,-10.0,0.3,-0.3,2.9,3.2,-3.9,0.8
c1ccc(-c2ccccc2-n2cnnn2)cc1,·,-0.1,-10.1,1.3,1.4,-4.4,1.2,-5.6,-0.1
COc1ccc(-c2nnn(CC(=O)N(CC(=O)NC3CCCC3)c3cccc(C)c3)n2)cc1OC,·,0.0,-14.5,-0.3,-0.4,12.3,1.4,-2.0,-0.2
CCOC(=O)c1cc(C)sc1/N=C/C1C(=O)NC(=S)NC1=O,-0.2,-1.5,1.6,-3.0,-1.0,33.8,3.8,-1.9,-0.1

Arranged by SMILES length (low to high): some entries from above.
canonical_smiles,TcdB inh,Mtb BioA inh,GDH-TPI inh,UGM FP inh,Vc quorum ag,Yp Topo-I inh,Mtb FBA inh,FadD28 FP inh,PfHsp40 yeast
c1ccc(-c2ccccc2-n2cnnn2)cc1,·,-0.1,-10.1,1.3,1.4,-4.4,1.2,-5.6,-0.1
COc1cccc(NC(=O)CSCc2cc(=O)n3nc(C4CC4)sc3n2)c1,1.8,2.2,4.3,-1.1,i,3.7,-0.4,-1.7,1.2
Cc1c(NC(=O)CN2C(=O)NC(C)(c3ccc(OC(F)F)cc3)C2=O)c(=O)n(-c2ccccc2)n1C (configuration not stated),0.2,·,-6.5,-1.7,-0.7,2.2,-1.9,-1.1,1.7

Next section:
canonical_smiles,TcdB inh,Mtb BioA inh,GDH-TPI inh,UGM FP inh,Vc quorum ag,Yp Topo-I inh,Mtb FBA inh,FadD28 FP inh,PfHsp40 yeast
O=C(O)C1CC(c2ccccc2)=Nc2ccccc2S1 (configuration not stated),1.2,-0.3,-0.5,0.4,-0.2,0.1,-0.7,-2.4,0.3
O=C1N(Cc2cccnc2)C[C@@H]2C[C@@H](c3cccc(OC4CCCC4)c3)N3CCC[C@@]123,1.2,·,2.5,1.2,-0.6,38.1,4.5,-1.4,1.9
O=C(NC(=S)Nc1nc(-c2ccc(Cl)cc2)cs1)c1cccs1,-0.8,·,-0.3,-0.4,-0.2,3.5,2.6,0.0,-0.1
Cn1c(CNc2ccccc2)cc(=O)n(C)c1=O,·,·,7.1,-2.2,-0.4,-0.2,3.0,0.5,1.3
C[n+]1ccccc1/C=C/c1ccccc1Cl,2.1,-1.2,9.6,0.2,-0.2,2.0,1.0,-1.7,-0.3
CCOC(=O)c1ccc(CN2Cc3ccccc3C2=O)cc1,0.9,1.8,2.8,1.9,i,1.5,0.9,-1.6,1.2
CCn1c(=O)c(C(=O)NNC(=O)c2ccccc2Cl)c(O)c2ccccc21,1.3,0.2,1.5,-0.5,-0.3,2.7,0.9,-0.6,33.9*
CCOc1ccc(S(=O)(=O)n2cc(F)c(=O)[nH]c2=O)cc1,-2.1,·,0.6,-0.2,-0.2,-1.3,4.3,0.0,143.9*
